Screening results from PubChem.
NOD2-RIPK2 inh: inhibitors of human NOD2-RIPK2 interaction; O43353; CHO BLA complementation NOD2-RIPK2, CCF4 ratio; inhibition, % at 4.98 µM; hit rate 0.38% among 360,000; AID 624267; in the data active = inhibition above about 21%;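 note: 0% = vehicle only and 100% = reference blocker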
LRH-1 inv ag: NR5A2 inverse agonism in reporter assay. O00482. HEK293T StAR-luciferase reporter, LRH-1 transfected, 24 h. inhibition, % at 3.6 µM. hit rate 0.13% among 360,000. AID 602396;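 active = inhibition above the mean inhibition of all tested compounds plus 3 SD, cut at about 73% in these data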;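 note: 0% = DMSO wells and 100% = reporter-only cells lacking LRH-1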
SRC2 inh: human SRC2 (NCOA2) inhibition; Q15596; HEK293 GAL4-SRC2 luciferase reporter, luminescence; inhibition, % at 9 µM; hit rate 0.17% among 370,000; AID 651957;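 active = inhibition above the mean inhibition of all tested compounds plus 3 SD, set per campaign, cut at about 52% in these data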;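 note: 0% = DMSO treated cells and 100% = cells given Gossypol at 36 µM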
COUP-TFII inh: inhibitors of human COUP-TFII (NR2F2) | HEK293T NGFI-A luciferase reporter, luminescence | inhibition, % at 8.6 µM | hit rate 0.7% among 370,000;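 active = inhibition above a per-plate cutoff, mean inhibition of test wells between control levels plus 3 SD, cut at about 38% in these data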;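 note: cells cotransfected with COUP-TFII expression vector driving the NGFI-A reporter; 0% = median of COUP-TF2 test wells and 100% = reporter-only cells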
TWEAK Fn14 block: inhibitors of TWEAK-Fn14 interaction signaling; hit rate 2% among 360,000; inhibition, % at 10 µM; TWEAK-stimulated Fn14 reporter cells, luciferase luminescence, 8 h; in the data active = inhibition above about 50%
TROY NFkB inh: TROY signaling inhibition; Q293 LMP1-TROYcd NF-kB luciferase reporter, 4 h; inhibition, % at 10 µM; hit rate 0.98% among 360,000; AID 1347056;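 active = compounds whose plate-normalised and pattern-corrected inhibition of the luciferase reporter signal at the single screening dose is 50% or more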
TLR9-MyD88 inh: TLR9-MyD88 interaction inhibition | CHO BLA complementation TLR9-MyD88, CCF4 FRET ratio | inhibition, % at 4.98 µM | hit rate 0.21% among 340,000 | Q9NR96+Q99836;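 active = inhibition above the mean over all tested compounds plus 3 SD, cut at about 21% in these data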;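 note: 0% = DMSO only wells and 100% = clavulanate BLA inhibitor control wells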
SRC3 inh: inhibitors of human steroid receptor coactivator 3 (SRC3) | hit rate 0.17% among 360,000 | HEK293 GAL4-SRC3 luciferase reporter, luminescence | Q9Y6Q9 | AID 588352 | inhibition, % at 3.6 µM;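 active = inhibition above a per-campaign cutoff, the mean of all compounds plus 3 SD, cut at about 60% in these data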;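 note: 0% = DMSO-treated cells and 100% = gossypol-treated cells at 36 µM; higher means less SRC3-driven luciferase light from the GAL4 reporter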
Target sequence (Q9Y6Q9 whole entry, looked up, the tested form may be a part): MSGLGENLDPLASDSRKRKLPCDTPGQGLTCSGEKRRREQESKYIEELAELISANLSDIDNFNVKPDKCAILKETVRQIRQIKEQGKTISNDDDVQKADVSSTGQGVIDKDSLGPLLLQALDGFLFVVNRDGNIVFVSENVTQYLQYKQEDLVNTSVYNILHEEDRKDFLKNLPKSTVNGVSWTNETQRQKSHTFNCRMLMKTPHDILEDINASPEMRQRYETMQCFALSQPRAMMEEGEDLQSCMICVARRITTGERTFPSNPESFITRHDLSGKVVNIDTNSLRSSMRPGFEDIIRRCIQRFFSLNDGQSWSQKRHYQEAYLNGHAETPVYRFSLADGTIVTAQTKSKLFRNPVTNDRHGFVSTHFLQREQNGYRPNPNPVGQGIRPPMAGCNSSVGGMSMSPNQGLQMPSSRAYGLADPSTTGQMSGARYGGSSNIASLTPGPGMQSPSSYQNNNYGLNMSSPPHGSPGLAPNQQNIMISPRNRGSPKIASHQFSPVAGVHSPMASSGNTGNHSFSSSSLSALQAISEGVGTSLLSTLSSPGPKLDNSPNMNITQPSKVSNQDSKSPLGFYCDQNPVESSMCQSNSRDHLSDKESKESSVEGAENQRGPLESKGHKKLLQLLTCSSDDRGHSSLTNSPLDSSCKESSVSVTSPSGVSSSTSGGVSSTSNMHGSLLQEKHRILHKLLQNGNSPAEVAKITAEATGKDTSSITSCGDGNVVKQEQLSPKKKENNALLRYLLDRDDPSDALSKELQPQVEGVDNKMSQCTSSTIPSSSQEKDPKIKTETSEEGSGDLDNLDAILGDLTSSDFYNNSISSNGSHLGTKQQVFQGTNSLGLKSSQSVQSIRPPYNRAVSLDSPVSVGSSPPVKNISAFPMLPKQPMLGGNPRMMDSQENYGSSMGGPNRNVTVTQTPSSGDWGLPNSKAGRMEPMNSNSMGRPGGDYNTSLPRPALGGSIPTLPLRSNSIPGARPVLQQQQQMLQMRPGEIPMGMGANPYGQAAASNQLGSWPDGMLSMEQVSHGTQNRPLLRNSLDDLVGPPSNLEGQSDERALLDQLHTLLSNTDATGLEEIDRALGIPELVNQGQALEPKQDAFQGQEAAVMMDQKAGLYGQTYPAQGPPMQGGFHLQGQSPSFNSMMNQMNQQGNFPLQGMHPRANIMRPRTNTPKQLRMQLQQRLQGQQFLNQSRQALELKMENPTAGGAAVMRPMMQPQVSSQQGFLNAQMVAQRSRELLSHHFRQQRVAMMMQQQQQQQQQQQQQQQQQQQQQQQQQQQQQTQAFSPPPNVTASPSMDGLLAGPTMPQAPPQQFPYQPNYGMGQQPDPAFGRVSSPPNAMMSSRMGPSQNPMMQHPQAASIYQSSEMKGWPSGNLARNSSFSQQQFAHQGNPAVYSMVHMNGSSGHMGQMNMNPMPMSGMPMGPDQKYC
ABHD5 PLIN5 PPI: inhibitors of human ABHD5-perilipin-5 interaction; inhibition, % at 4 µM; Q00G26+Q8WTS1; AID 602281; hit rate 0.78% among 360,000; Split G. princeps luciferase complementation, luminescence, 4 h;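 active = inhibition above the mean inhibition across every tested compound plus 3 SD, cut at about 22% in these data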;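 note: 0% = DMSO only wells and the 100% control is not disclosed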
Granule exo inh: blocks lytic granule exocytosis. TALL-104 LAMP-1 surface exposure, flow cytometry; cells stimulated with thapsigargin and PMA. inhibition, % at 10 µM. hit rate 0.66% among 360,000;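 active = inhibition above about 55%, limit read from the data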
SRC1 inh: inhibitors of human steroid receptor coactivator 1 (SRC1); Q15788; HEK293 GAL4-SRC1 luciferase reporter, luminescence; hit rate 0.12% among 360,000; inhibition, % at 3.6 µM;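 active = inhibition above the campaign mean plus 3 SD, with each screening campaign given its own cutoff, cut at about 60% in these data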;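 note: 0% = DMSO treated cells and 100% = gossypol at 36 µM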
* = called active by the depositor; / = no result given. Not all compounds are listed, so the mix of outcomes need not match the whole.

SMILES	NOD2-RIPK2 inh	LRH-1 inv ag	SRC2 inh	COUP-TFII inh	TWEAK Fn14 block	TROY NFkB inh	TLR9-MyD88 inh	SRC3 inh	ABHD5 PLIN5 PPI	Granule exo inh	SRC1 inh
O=C(O)c1ccoc1CN1CCCCC1	4.2	12.9	-9.1	27.4	-1.4	0.1	-1.5	13.6	0.3	-8.2	-18.1
Cc1cc(S(=O)(=O)Nc2ccc(C(=O)NCc3cccnc3)cc2)ccc1F	-6.7	2.8	5.2	-1.1	-7.7	-18.4	5.8	8.5	3.2	-5.7	6.7
COc1ccc(C2(c3ccc(O)cc3O)CC(c3ccccc3Cl)NC(=S)N2)cc1 (stereo unspecified)	-11.4	13.0	8.9	6.8	0.9	8.0	-2.6	-1.3	-9.0	1.4	-7.9
Cc1ccccc1NC(=O)CSc1nnc(NC(=O)C2CC2)s1	-4.3	11.0	-34.0	-16.4	-0.7	-5.3	11.8	0.1	3.6	-6.6	-38.6
Cc1cc(C)cc(N2CCCn3c2nc2c3c(=O)n(CC(=O)OCc3ccccc3)c(=O)n2C)c1	-4.7	-2.6	/	/	36.6	0.5	-6.1	-7.5	-4.7	-1.7	-1.9
S=c1[nH]nc(Cc2ccc(Cl)cc2)o1	-8.9	-9.9	-8.1	-14.3	-9.7	10.7	-4.0	5.7	-6.7	1.9	-9.8
CC1CCN(c2ccc(C(=O)O)cc2)CC1	-6.1	11.9	-10.1	3.3	-5.8	-3.2	-5.9	7.4	-1.3	4.0	4.7
Cc1ccc(Cl)cc1N1CCN(C(=O)c2ccc(CS(=O)Cc3ccc(Cl)cc3)o2)CC1 (stereo unspecified)	-7.8	-21.5	-14.4	-3.0	10.0	53.6*	5.3	-17.7	1.5	2.3	1.4
CSc1ccc(-c2nnn(CC(=O)NCc3ccccc3)n2)cc1	13.9	-1.7	13.7	-12.1	4.4	-5.3	5.5	18.1	2.9	-1.7	-7.0
Cc1ccc(OCCCC(=O)Nc2cc(Cl)ccc2-n2cncn2)cc1	-8.4	6.2	16.1	2.9	5.7	5.4	-7.7	-9.6	6.8	-5.4	-2.6
Cc1cc(C)c(OCC(=O)OCC(=O)N2CCc3ccccc3C2)c(C)c1	5.0	2.1	-22.5	-9.0	-26.2	-27.6	-8.6	-1.5	-0.3	-3.0	13.3
Nc1[nH]c(=O)nc(Nc2ccccc2)c1N=O	-3.1	2.8	-26.9	19.8	9.6	-6.2	2.1	11.9	5.3	-8.0	-0.7
COCOCCn1cc(CN2CCS(=O)(=O)N(Cc3ccc(-c4ccc(OC)c(OC)c4)cc3)C(C)C2=O)nn1 (stereo unspecified)	-0.7	-0.7	0.3	-15.1	3.8	-7.7	4.4	0.3	-2.9	-3.8	-8.1
C#CCSc1nnnn1-c1ccc(OCC)cc1	1.4	5.9	-4.1	10.0	-6.0	2.1	4.9	17.2	2.5	-6.4	6.1
COc1ccc(S(=O)(=O)N(C)CC(=O)NCCc2ccccc2)cc1OC	-5.7	-2.8	-5.5	20.2	11.0	11.0	5.9	-14.8	0.8	0.3	-24.7
CCN(C(=O)COC(=O)CNS(=O)(=O)c1ccc2ccccc2c1)C1CCCCC1	-7.6	17.3	-10.0	9.4	-4.9	9.0	0.5	-4.7	0.2	1.5	-13.8
COc1ccc(NS(=O)(=O)c2cccc(C(=O)N3CCCCCC3)c2)cc1	-5.6	0.7	-19.1	10.4	3.0	20.7	-0.9	-2.8	2.9	3.3	5.4
CC(Cl)C(=O)c1c(N)n(C)c(=O)n(C)c1=O (stereo unspecified)	-1.3	15.2	/	/	-8.5	13.2	12.4	24.3	-3.8	-4.5	11.3
COc1ccccc1S(=O)(=O)N1CCN(S(=O)(=O)c2ccccc2C#N)CC1	-3.4	-6.8	3.2	7.0	-4.0	-12.2	-8.0	-6.8	-12.2	1.6	-2.9
COc1ccccc1CNCc1cc(OC)c(OC)cc1OC	3.0	7.6	-11.8	11.0	1.7	-3.4	-1.8	18.4	-4.8	0.4	-0.7
CC(C)(C)c1cc(CCC(=O)NCc2cccnc2)cc(C(C)(C)C)c1O	0.1	-18.2	-3.6	-11.8	-55.9	-25.4	8.3	6.2	8.2	2.6	4.5
COc1ccc(S(=O)(=O)N(C)C)cc1NC(=O)CCCSc1ccccc1	9.1	-11.4	7.4	-12.0	18.8	5.8	0.1	-7.5	-3.5	94.6*	-13.2
COc1cccc(NS(=O)(=O)NC(=O)c2cn(C)c3ccccc23)c1	0.0	-14.1	7.0	-1.4	9.3	-10.4	-1.0	1.8	7.1	-0.6	-10.1
Cc1c(C(C)C)c(=O)n(-c2ccc(S(=O)(=O)N3CCOCC3)cc2)n1C	-3.2	6.0	-73.1	21.9	-6.9	-4.5	-0.5	-1.4	-1.6	-2.2	-6.5
COc1ccc(C2C(C(=O)c3ccco3)=C(O)C(=O)N2CC2CCCO2)c(OC)c1 (stereo unspecified)	-6.4	-4.3	1.7	6.8	11.8	1.9	-12.8	1.1	-13.5	-11.9	5.9
COc1cccc(CN2CCC(n3nccc3NC(=O)CCCc3ccccc3)CC2)c1	-7.0	9.9	-21.0	-33.1	-16.0	-7.5	-1.9	-17.9	0.3	16.8	-3.3
CN(C)S(=O)(=O)c1cccc(N=C2SCCN2Cc2ccccc2)c1	1.3	-28.8	14.2	28.9	18.6	14.3	13.6	9.3	2.2	9.4	3.4
CCOc1ccc(NC(=O)CN(C)C(=O)c2ccc(COc3ccccc3)cc2)cc1OCC	-10.5	7.7	18.6	6.1	-3.0	-7.7	-18.1	22.4	-0.3	0.7	-0.6
Cn1c(=O)[nH]c(=O)c2c1nc(N1CCCCC1)n2C/C=N/Nc1ccc(C(=O)O)cc1	-8.7	-57.0	-34.8	25.3	17.0	17.6	-5.5	21.4	-1.0	1.7	2.5
COc1cc(-c2nnc(SCC(=O)Nc3cc(C)on3)n2C)cc(OC)c1O	-2.6	10.3	1.2	-3.1	11.4	-7.8	4.2	1.4	7.1	-0.7	-5.5
O=C(NCCCCc1ccccc1)c1cccc(NC(=O)C2CC2)c1	1.5	-3.3	-6.0	0.0	-6.6	-23.3	-6.2	0.0	1.5	-4.0	-4.7
O=S(=O)(c1ccc2ccccc2c1)N1CCc2ccccc21	6.2	23.4	-6.2	8.6	21.2	11.2	9.4	10.3	-4.1	2.8	15.9
COc1ccc(-c2nnc(SCC(=O)Nc3ccc(C)cc3)n2C)cc1	-1.6	12.1	-4.1	21.6	22.7	-13.8	-3.2	6.1	-9.7	-5.3	13.1
COc1ccc(CNC(=O)C2CCC(CNS(=O)(=O)c3cccc4cccnc34)CC2)cc1 (stereo unspecified)	4.5	4.3	11.6	19.0	-0.2	18.4	-13.2	12.7	-13.3	1.8	-7.1
Cc1ccc(C(=O)COC(=O)CNC(=O)c2ccc(N3C(=O)c4ccccc4C3=O)cc2)cc1C	-6.2	-3.1	5.4	-21.7	-2.5	-2.1	1.6	15.4	4.0	-1.6	-2.2
COc1cccc(C(=O)Nc2ccc3[nH]ncc3c2)c1OC	0.7	-39.1	-28.4	-9.5	-26.6	-43.9	0.3	-58.4	-5.7	-2.9	-31.9
COc1ccc(C(CNC(=O)COc2ccccc2OC)N(C)C)cc1OC (stereo unspecified)	0.6	8.6	-6.3	5.0	-2.8	12.8	-16.1	27.4	4.4	-4.8	8.8
O=C(COc1cc(Cl)c(Cl)cc1Cl)Nc1cccc(O)c1	6.2	-192.4	-36.5	-30.9	4.9	-39.4	-3.7	-105.0	-12.7	1.4	-95.1
CC(NS(=O)(=O)c1ccc(Br)cc1)C(=O)NCc1ccc2c(c1)OCO2 (stereo unspecified)	0.6	3.7	5.4	-1.4	7.4	2.9	-1.6	10.1	0.8	0.5	-7.4
COCCCN1C(=O)C(=O)/C(=C(/O)c2ccc(OC(C)C)cc2)C1c1cccnc1 (stereo unspecified)	6.6	13.6	-4.0	-3.1	-0.4	-0.5	11.3	3.9	0.8	-8.5	-2.5
Cn1nc(-c2ccccc2)c(C(=O)Nc2ccc(C(F)(F)F)cc2)c1Cl	0.2	9.9	-3.7	16.8	-0.1	7.3	-0.4	5.4	-5.8	-6.4	-19.6
Cc1nn(-c2ccccc2)c(N2CCCC2)c1/C=N/NC(=S)Nc1ccc(F)cc1	-3.8	-28.8	11.1	3.3	-9.6	24.2	-2.0	-2.8	-1.8	-0.3	29.7
Cn1c(SCC(=O)C(C)(C)C)nnc1-c1ccccn1	2.6	-15.7	-28.2	-19.6	-9.3	-26.2	5.1	-8.4	-1.1	-4.1	-37.7
O=C(CNC(=O)c1ccc(Cl)cc1Cl)OCC(=O)N1CCCC1	-8.4	-20.3	0.0	-24.8	14.8	-8.7	-8.6	23.7	-4.6	3.1	-5.5
CCCCNC(=O)c1nc(C2CCN(S(=O)(=O)c3c(OC)cccc3OC)CC2)oc1-c1ccccc1	-6.5	-10.4	3.4	14.0	/	/	/	/	5.1	-7.6	/

Granule exo inh, hit marks shown above
SMILES | NOD2-RIPK2 inh | LRH-1 inv ag | SRC2 inh | COUP-TFII inh | TWEAK Fn14 block | TLR9-MyD88 inh | SRC3 inh | ABHD5 PLIN5 PPI | Granule exo inh | SRC1 inh
COc1ccc(S(=O)(=O)N(C)C)cc1NC(=O)CCCSc1ccccc1 | 9.1 | -11.4 | 7.4 | -12.0 | 18.8 | 0.1 | -7.5 | -3.5 | 94.6* | -13.2

(continued)
SMILES	NOD2-RIPK2 inh	LRH-1 inv ag	SRC2 inh	COUP-TFII inh	TWEAK Fn14 block	TROY NFkB inh	TLR9-MyD88 inh	SRC3 inh	ABHD5 PLIN5 PPI	Granule exo inh	SRC1 inh
CC(C)(C)OC(=O)N1CCCC(C(=O)Nc2cccc(C(=O)NCCc3ccccc3)c2)C1 (stereo unspecified)	7.5	-44.8	-41.8	-12.7	100.1*	-51.5	-7.1	-27.6	17.0	-2.6	-15.8
CC(/C=N/NC(=O)c1nnn(-c2nonc2N)c1C(C)C)=C\c1ccco1	-8.0	0.1	14.5	-6.6	-2.1	-25.4	3.3	-14.3	16.0	26.9	1.8
CCOC(=O)N1CCN(Cc2nc(N)nc(Nc3ccc(Cl)cc3)n2)CC1	-9.6	-14.6	9.0	7.3	-5.1	-53.5	-0.7	-0.6	9.3	2.1	2.7
Cc1cccc(Nc2nc(NCc3ccco3)nc(N3CCOCC3)n2)c1	-1.1	-15.0	3.0	5.4	10.0	-26.4	-0.8	7.0	5.1	-7.3	-25.7
Cc1ccc(C)c(NC(=O)COC(=O)c2ccc(S(=O)(=O)N3CCCCC3)cc2)c1	-7.7	8.0	-19.2	-9.5	-7.5	5.6	3.9	-1.2	7.5	6.5	-6.3
CCSc1nnc(NC(=O)c2ccc3c(c2)OCO3)s1	4.9	-39.8	-28.4	-11.4	18.4	-50.1	-9.2	-73.6	3.0	-1.9	-82.9
CCCC(=O)N1CCC1(C)C(=O)NS(=O)(=O)c1ccc(OC)cc1 (stereo unspecified)	0.7	6.4	1.3	-9.8	5.5	-1.3	/	12.9	4.4	0.3	1.4
CC1CCc2c(sc3nn[nH]c(=O)c23)C1 (stereo unspecified)	0.5	-13.3	-6.1	1.0	26.1	1.3	-10.8	23.3	-5.3	-1.8	23.3
CC(C)(CNC(=O)c1cccc(NS(=O)(=O)c2ccc(Br)cc2)c1)N1CCOCC1	-0.2	5.4	7.6	12.2	0.6	-1.2	-8.5	12.7	-0.6	-1.3	2.5
COc1ccc(C(=O)N(C(C)C)C(C)C)c(OC)c1	-9.0	-9.1	-18.3	9.1	5.0	-27.4	-3.6	-19.9	-0.6	0.5	6.5
